HER2 expr 66K = Her2 kinase expression inhibition | P04626 | SKBR-3 HER2 protein level, AlphaScreen, 18-24 h; stronger effect = lower value | HER2 level % of control, % at 10 µM | 0.69% of 65,000 active;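 active = HER2 level under 5% of the carrier-only control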;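 note: 100% = DMSO carrier and 0% = 500 nM PU-H71 HSP90 inhibitor; lower value means stronger loss of Her2 protein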
SF1 activator = activates the human nuclear receptor SF-1; CHO-K1 Gal4-SF-1 LBD luciferase reporter; % increase over DMSO SF-1-specific signal; 1.9% of 65,000 active; activation, % at 10 µM; Q13285; AID 522;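 active = activation above the mean activation of all tested compounds plus 3 SD, cut at about 50% in these data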
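Material: Transient Gal4-SF-1 LBD reporter, CHO-K1 | Input: 4,000 cells/well | Dosing: One dose, 10 µM compound, 1% DMSO | Incubation: 20 h compound treatment, 37 °C | Detection: SteadyLite luciferase luminescence | Evaluation: Percent activation relative to DMSO median and mock-transfected background | Benchmarks: DMSO-treated SF-1-transfected cells as negative, DMSO-treated mock-transfected cells lacking SF-1 as background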
RORa activator = activates the human nuclear receptor RORA; P35398; CHO-K1 Gal4-RORA LBD luciferase reporter, luminescence; percent increase over mock-subtracted basal signal; activation, % at 10 µM; 1.5% of 65,000 active; AID 560;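 active = activation above the mean of all tested compounds plus 3 SD, cut at about 49% in these data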;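 note: 0% = DMSO-treated RORA cells and 100% = added signal equal to DMSO minus mock-transfected cells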
MKP-1 inh = inhibitors of human MKP-1 phosphatase. 0.15% of 65,000 active. inhibition, %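 (compounds tested at a single concentration somewhere between 10 and 100 µM)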. recombinant MKP-1, OMFP hydrolysis fluorescence. P28562;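 active = inhibition above about 50%, limit read from the data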;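 note: 0% = DMSO max control wells and 100% = wells with enzyme stopped by NaOH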
Target sequence (P28562 whole entry, looked up): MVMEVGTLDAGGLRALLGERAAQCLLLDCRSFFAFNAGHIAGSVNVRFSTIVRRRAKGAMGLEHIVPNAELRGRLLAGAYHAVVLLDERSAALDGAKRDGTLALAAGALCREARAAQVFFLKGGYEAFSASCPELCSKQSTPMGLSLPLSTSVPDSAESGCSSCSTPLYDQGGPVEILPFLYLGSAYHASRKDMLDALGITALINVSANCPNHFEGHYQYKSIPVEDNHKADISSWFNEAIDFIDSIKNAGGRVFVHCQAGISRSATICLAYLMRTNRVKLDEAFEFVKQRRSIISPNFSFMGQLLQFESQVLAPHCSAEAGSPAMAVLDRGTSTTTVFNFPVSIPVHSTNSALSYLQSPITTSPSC
TNAP act mid DEA = activators of human TNAP at intermediate phosphate acceptor; P05186; purified TNAP, CDP-star luminescence, 100 mM DEA, 30 min; stronger effect = higher value; scale: 0 levamisole-inhibited, 1 vehicle-only enzyme; activation factor at 20 µM; 64,000 tested, under 10 active;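 active = activation factor of at least 2 at 20 µM, relative to controls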
Cdc25B inh = inhibitors of human Cdc25B phosphatase. P30305. recombinant Cdc25B, OMFP fluorescence Ex485/Em525. inhibition, %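 (compounds tested at 10 µM final in the well)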. 0.1% of 65,000 active; in the data active = inhibition above about 50%
Target sequence (P30305 whole entry, looked up): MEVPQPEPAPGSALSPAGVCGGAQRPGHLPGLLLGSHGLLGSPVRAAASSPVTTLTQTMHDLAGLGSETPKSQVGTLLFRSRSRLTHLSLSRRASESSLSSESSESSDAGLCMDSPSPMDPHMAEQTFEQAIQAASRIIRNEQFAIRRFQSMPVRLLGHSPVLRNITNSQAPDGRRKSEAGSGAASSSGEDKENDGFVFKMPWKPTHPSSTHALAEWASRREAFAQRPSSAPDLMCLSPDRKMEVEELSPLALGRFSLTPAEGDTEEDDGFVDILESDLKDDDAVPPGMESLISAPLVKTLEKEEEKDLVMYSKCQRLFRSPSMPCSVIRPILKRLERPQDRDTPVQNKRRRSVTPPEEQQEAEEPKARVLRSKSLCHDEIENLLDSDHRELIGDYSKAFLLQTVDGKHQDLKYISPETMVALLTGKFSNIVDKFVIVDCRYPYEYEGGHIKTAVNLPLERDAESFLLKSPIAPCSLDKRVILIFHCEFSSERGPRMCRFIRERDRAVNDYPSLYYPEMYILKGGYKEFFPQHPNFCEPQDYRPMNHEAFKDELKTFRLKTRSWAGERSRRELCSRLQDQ
D1 allo mod = allosterically modulates the human D1 dopamine receptor; P21728; HEK293 D1, CRE-luciferase, dopamine EC30 potentiation; actives deviate in either direction; B-score at 10 µM; 5.9% of 58,000 active; AID 641;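 active = luminescence count or its row- and column-corrected plate score outside the 99.7% band of the plate's sample wells, on either side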
Hsp90 block = displaces geldanamycin probe from tumor Hsp90. NCI-N417 lysate Hsp90, Cy3B-geldanamycin FP displacement. inhibition, % at 30 µM. AID 429. P07900. 0.35% of 64,000 active;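 active = inhibition above 50%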;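 note: 0% = tracer plus lysate wells and 100% = tracer alone without lysate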
FXIIa mix inh = factor XIIa (human) inhibition, mixture screen; P00748; AID 684; 0.2% of 62,000 active; purified FXIIa, fluorogenic substrate, pooled mixtures; inhibition, % at 5 µM; in the data active = inhibition above about 20%, passing the limit was not always enough;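 note: 0% = enzyme without compound and 100% = no enzyme blank; some results filed as inactive read as strong as hits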
An asterisk follows results filed as active; nt = not tested or not shown.

SMILES	HER2 expr 66K	SF1 activator	RORa activator	MKP-1 inh	TNAP act mid DEA	Cdc25B inh	D1 allo mod	Hsp90 block	FXIIa mix inh
COc1ccccc1C(=O)NCCCn1cc(Br)c(C)n1	75	-10	-21	-10	0.9	-9	0.33	-18	2
COc1cccc(-n2c(SCC(=O)NCCc3ccccc3)nnc2-c2ccoc2C)c1	108	-8	-1	4	0.9	-18	nt	-3	1
O=C(O)c1ccc(NC(=O)c2cccs2)cc1	100	-28	-5	-2	0.9	6	0.016	-3	-12
Cc1cccc(N2CCN(C(=O)c3ccc(Cl)c(S(=O)(=O)NCc4ccco4)c3)CC2)c1C	58	53*	51*	-1	1	-22	0.097	-2	7
Cc1cc(N2CCN(C3CCCC3)CC2)n2c(nc3ccccc32)c1C#N	104	-3	-8	9	1.1	-1	-1.3	-7	12
CC(=O)OCC(=O)Nc1ccc(Cl)cc1Cl	58	5	0	4	1	-2	-0.0084	0	5
CC(=O)Nc1cccc(-c2csc(NCc3ccco3)n2)c1	156	21	5	0	0.9	-10	-0.24	-6	0
COC(=O)c1c(NC(=O)Cc2cccs2)sc(C(=O)N2CCCCC2)c1C	110	-2	-14	18	0.9	1	7.3*	-4	-15
Cc1nnc2n1NC(c1ccc(Cl)cc1)C(C(=O)N(C)C1CCCCC1)S2 (configuration not stated)	77	-13	-14	34	1	-6	-0.45	-2	2
CCOCCCn1c(=NC(C)=O)c(C(=O)OCC)cc2c(=O)n3ccccc3nc21	77	-15	4	-2	1	2	0.47	-1	10
CC(=O)NCCc1nc2ccccc2n1Cc1ccccc1	100	-32	27	1	0.9	-4	0.49	1	2
CC(C)CCNC(=O)CN(CC1CCCO1)C(=O)CCC(=O)Nc1ccccn1 (configuration not stated)	98	11	-24	10	0.9	-3	-0.19	0	10
c1ccc2c(c1)nc1n2CN(Cc2ccc3c(c2)OCO3)CN1	101	4	-14	-13	0.9	1	-0.52	-2	3
COc1ccc(OCC(=O)N2CC3(C)CC2CC(C)(C)C3)cc1 (configuration not stated)	104	-24	-9	6	0.9	-1	-0.12	1	10
CC(=O)c1c(C)n(-c2ccc(N(C)C)cc2)c2ccc(OCC(N)=O)cc12	65	-1	14	11	1	-13	nt	nt	4
CN(C)C(=O)N1CCCC(C(=O)NCc2ccccc2Cl)C1 (configuration not stated)	110	-12	-5	7	0.9	-1	-0.012	-4	4
CCc1c(C)nc(Nc2nc(C)c3cc(OC)ccc3n2)[nH]c1=O	69	28	17	43	1.2	11	-1.6	-2	12
CNC(=O)CN1C(=O)CSc2ncccc21	94	2	12	-1	1	-3	0.37	-2	6
CCCCCCOc1ccc(C(=O)n2cnc(N)n2)cc1	135	13	-4	-18	0.9	-22	nt	-5	nt
Cc1ccc(OCCN2CCCCCC2)c(C)c1	95	-22	11	6	0.9	-7	nt	-3	2
NC(=O)C1CCN(CC(=O)N2c3ccccc3CCc3ccccc32)CC1	94	10	-4	13	1	0	-0.86	-3	30*
CCC(c1nnnn1Cc1ccc2c(c1)OCO2)N1CCN(c2ccc(F)cc2)CC1 (configuration not stated)	99	1	8	-7	1	-15	-1.5	-1	6
Cc1[nH]n(C(C)(C)C)c(=O)c1Sc1ccccc1	100	1	-5	-10	0.9	8	0.99	3	-18
Oc1ccccc1-c1nnc(COc2ccccc2)o1	55	2	-9	-4	0.9	0	nt	-2	-20
Cc1n[nH]c(C)c1S(=O)(=O)N1CCCC(C(=O)Nc2nccs2)C1 (configuration not stated)	73	-2	-6	5	0.8	-2	-0.031	-3	-8
CC(=O)Nc1cccc(NC(=O)C2CCCN2C(=O)Nc2ccc(C)cc2)c1 (configuration not stated)	80	1	28	-10	0.8	-11	0.27	-2	3
Cc1cc(=O)[nH]c(/N=C(/NC(=O)c2ccccc2)Nc2ccc3c(c2)OCCO3)n1	144	6	-19	11	0.9	-4	0.0071	-1	2
Cc1ccc(C(=O)/C=C/Nc2cccc(O)c2)cc1	132	18	-14	-20	0.9	-2	-2.8*	-5	5
Cc1nnc(NC(=O)CSc2nnc(Cc3cccn3C)n2C)s1	108	1	-11	0	0.9	2	-0.56	-2	-18
Cc1ccc(N2CCN(CC(O)COC3CCCCC3)CC2)cc1 (configuration not stated)	103	4	5	-4	1	-2	-0.78	0	-18
O=S(=O)(c1ccc(NC2CCCCC2)cc1)N1CCOCC1	93	-23	-12	-21	0.9	6	-0.55	0	2
Cc1ccc(Cn2cnc3c(nnn3Cc3ccc(Cl)cc3)c2=O)cc1	89	16	-15	-3	0.9	-13	-0.75	-4	-7
O=C(CSc1nnc(-c2ccncc2)n1-c1ccc(Cl)cc1)N1CCOCC1	101	4	2	16	1	2	0.29	-1	7
Cc1c(NC(=O)c2ccc(Br)o2)c(=O)n(-c2ccccc2)n1C	104	-11	-10	-11	0.8	-6	-0.0041	-2	14
C=CCOc1cccc(C2C(C(=O)c3ccco3)=C(O)C(=O)N2CCN(CC)CC)c1 (configuration not stated)	99	-9	9	-19	0.9	-1	-0.015	-6	4
O=C(Cn1cc2c(n1)CCCC2)NCC1CCCO1 (configuration not stated)	102	-4	16	2	0.9	5	0.74	-5	1
Cc1ccccc1C1CC(c2ccccc2OC(F)F)Nc2ncnn21 (configuration not stated)	94	-1	-3	15	0.9	10	1.5	1	2
O=C(CCS(=O)(=O)c1cccc2nsnc12)NCc1ccccc1	56	2	-4	1	0.9	-8	0.52	-4	12
CC(C)N1CC(C(=O)Nc2ccc(Br)c(Cl)c2)CC1=O (configuration not stated)	90	6	-13	9	0.9	-3	-0.78	1	7
COc1ccc(C2C(C(=O)c3cc4cccc(OC)c4o3)=C(O)C(=O)N2CCCN(C)C)cc1OC (configuration not stated)	54	16	-4	-14	0.9	10	-0.17	-1	5

5 compounds picked at random from the list so far, as already listed:
SMILES	HER2 expr 66K	SF1 activator	RORa activator	MKP-1 inh	TNAP act mid DEA	Cdc25B inh	D1 allo mod	Hsp90 block	FXIIa mix inh
C=CCOc1cccc(C2C(C(=O)c3ccco3)=C(O)C(=O)N2CCN(CC)CC)c1 (configuration not stated)	99	-9	9	-19	0.9	-1	-0.015	-6	4
COC(=O)c1c(NC(=O)Cc2cccs2)sc(C(=O)N2CCCCC2)c1C	110	-2	-14	18	0.9	1	7.3*	-4	-15
COc1ccccc1C(=O)NCCCn1cc(Br)c(C)n1	75	-10	-21	-10	0.9	-9	0.33	-18	2
CN(C)C(=O)N1CCCC(C(=O)NCc2ccccc2Cl)C1 (configuration not stated)	110	-12	-5	7	0.9	-1	-0.012	-4	4
CC(=O)OCC(=O)Nc1ccc(Cl)cc1Cl	58	5	0	4	1	-2	-0.0084	0	5

Additional entries.
SMILES	HER2 expr 66K	SF1 activator	RORa activator	MKP-1 inh	TNAP act mid DEA	Cdc25B inh	D1 allo mod	Hsp90 block	FXIIa mix inh
O=C(Nc1ccccc1C(=O)N1CCCC1)c1cccc(S(=O)(=O)N2CCCCCC2)c1	70	11	13	5	0.9	4	-1.3	0	11
COC(=O)c1[nH]c2cc(C)ccc2c1NC(=O)CN1CCN(C(=O)c2ccco2)CC1	90	-1	-19	-9	1	2	-0.71	-3	6
Cc1cc(NC(=O)CSc2nc(-c3ccco3)cc(C(F)(F)F)n2)no1	84	-12	-8	29	nt	2	2.2	-10	nt
Cc1c(Cc2ccccc2)c(=O)oc2cc(OCc3nn[nH]n3)ccc12	90	3	3	23	0.9	2	-0.2	-7	8
C=C(C)CC1N(c2cccc(OC)c2)C(=O)[C@@H]2C(C(=O)O)[C@H]3C=C[C@@]12O3 (some centres not stated)	86	11	2	-27	0.9	-5	nt	3	nt
COC(=O)N1CCN(c2ccc(Cl)c(Cl)c2)CC1	114	-12	-24	-3	0.9	-4	0.077	-6	20
Cc1nc2ccccc2c2oc(C(=O)NCc3ccccn3)cc12	88	1	-6	7	1	-5	-3.7*	-2	11
CCc1nnc(NC(=O)CSc2nnc(CNc3ccc(F)cc3)n2C2CCCCC2)s1	94	11	-7	23	0.9	-7	0.055	1	11
COC(=O)CCC(=O)Nc1ccc(OC)cc1	120	8	-7	-17	0.8	-4	-1.2	1	2
CSc1ccc(-c2c(C#N)c(N)nc3c2c(C)nn3-c2ccccc2)cc1	60	-22	-3	12	0.8	5	-1.5	-4	-3
O=C(NC1CC1)c1ccc(-c2nc3ccccc3s2)s1	109	-79	-81	3	1	10	-6*	-2	2
CC(=O)c1cccc(-n2c(CCC(=O)O)ccc2-c2cccs2)c1	64	8	-1	15	0.9	-5	-0.16	-9	-22
CCOC(=O)C(C(=O)Nc1ccccc1)C1CCCCC1 (configuration not stated)	113	5	4	4	1	-4	0.098	-2	7
CC(=O)Oc1ccccc1C1OCCN1C(C)=O (configuration not stated)	107	-14	-4	-19	0.9	-38	nt	1	nt
Cn1c(=O)c2c(nc(CN3CCOCC3)n2CCCc2ccccc2)n(C)c1=O	213	14	10	nt	nt	nt	1.7	nt	nt
O=C1C2C3C=CC(C3)C2C(=O)N1Cc1cccnc1 (configuration not stated)	118	-4	-20	7	0.9	-2	0.99	0	1
CCCn1c(=O)c2ccccc2n2c(SCc3c(C(=O)OCC)oc4ccccc34)nnc12	111	-9	7	22	0.9	3	-0.01	-3	2
OCCOCCNc1ncnc2c1cnn2-c1ccccc1	126	46	-5	-25	0.9	18	-1.3	-3	nt
COc1ccc(CC(NC(C)=O)C(=O)NC2CCN(C(=O)NCc3ccccc3)CC2)cc1 (configuration not stated)	73	-14	17	24	0.8	0	-0.08	-1	3
COc1ccc2nc(NCc3ccccc3)[nH]c2c1	39	36	52*	-32	1	-2	-4.1*	2	3
CC(C)(C)SCCNS(=O)(=O)c1ccccc1	87	-20	4	-1	1	-16	0.41	-5	5
Cc1ccc(S(=O)(=O)NCC(=O)N(CC(=O)NCC2CCCO2)Cc2ccccc2)cc1 (configuration not stated)	78	6	-15	7	1	23	-1.2	0	2
Cc1ccc2nc(Nc3ncc4c(n3)CCCC4=O)nc(C)c2c1	99	-7	14	3	0.9	5	-0.37	-19	-1
COc1ccc2cc(C(c3nnnn3CCc3ccccc3)N3CCCC(C)C3)c(=O)[nH]c2c1 (configuration not stated)	59	-6	-6	-15	1	3	1.4	-1	9
COc1ccccc1NC(=O)NC1(C(=O)N2CCC(O)CC2)CCCCC1	81	-6	-15	11	0.9	0	3.8	-3	-17
Cc1ccccc1NC(=O)c1cccc2nccnc12	79	12	42	2	0.9	-5	0.042	1	4
COC(=O)c1cccc(S(=O)(=O)N2CCCCC2)c1	117	11	-6	3	0.9	-8	0.24	0	-34
O=C(CCCn1c(=S)[nH]c2cc3c(cc2c1=O)OCO3)N1CCN(c2ccccn2)CC1	108	22	-12	24	0.9	-10	1.1	1	-23
COc1cccc(OC)c1C(=O)Nc1nnc(C(C)C)s1	89	-5	-1	5	1	4	0.17	-2	7
COc1ccc(NC(=O)c2oc3ccccc3c2NC(=O)c2ccco2)cc1	107	-3	8	-7	0.8	-9	-0.68	-4	0
O=c1oc2ccccc2cc1C1=Nn2c(nnc2-c2cccnc2)SC1	92	3	-4	-2	0.9	-6	0.11	-5	4
COc1ccc(CN(C(=O)c2ccccc2OC)C2CCS(=O)(=O)C2)cc1 (configuration not stated)	83	-8	-12	1	0.9	2	-0.71	1	2
CCn1c(SCC(=O)c2ccc(Cl)s2)nnc1-c1cccs1	81	16	4	4	0.9	10	-0.37	-14	8
CCCC(=O)Nc1ccc(N2CCCCC2)cc1	126	28	13	8	0.9	-2	0.011	-5	0
O=C1NC(=O)C2(COC3(CCCC3)OC2)S1	98	-8	-7	1	1	-3	-0.044	-4	12
Cc1onc(-c2ccccc2)c1C(=O)Nc1ccc2c(c1)OCCO2	189	-10	6	4	0.9	-12	-1.5	-4	7

An excerpt from above, limited to FXIIa mix inh and HER2 expr 66K.
Structure | FXIIa mix inh | HER2 expr 66K
COc1ccccc1NC(=O)NC1(C(=O)N2CCC(O)CC2)CCCCC1 | -17 | 81
Cc1ccccc1NC(=O)c1cccc2nccnc12 | 4 | 79
